L3MBTL1 inh – qHTS Assay for the Inhibitors of L3MBTL1; Lethal(3)malignant brain tumor-like protein 1 (Homo sapiens), Q9Y468; AlphaScreen L3MBTL1–H3K9me1 peptide binding; Potency, µM (series often up to 57.1 µM), inactives show at the top dose activity, negative = inhibition, actives largely listed as inhibitors; 230,000 tested, 0.66% active; active = well fitted inhibition curve with a large enough effect; inconclusive = small, poorly fitted or top-dose-only effect; inactive = no such curve, though single readings can be large or run the other way; note: nearly all actives have a fitted effect of over 60% in size
Target sequence (Q9Y468 whole entry, looked up): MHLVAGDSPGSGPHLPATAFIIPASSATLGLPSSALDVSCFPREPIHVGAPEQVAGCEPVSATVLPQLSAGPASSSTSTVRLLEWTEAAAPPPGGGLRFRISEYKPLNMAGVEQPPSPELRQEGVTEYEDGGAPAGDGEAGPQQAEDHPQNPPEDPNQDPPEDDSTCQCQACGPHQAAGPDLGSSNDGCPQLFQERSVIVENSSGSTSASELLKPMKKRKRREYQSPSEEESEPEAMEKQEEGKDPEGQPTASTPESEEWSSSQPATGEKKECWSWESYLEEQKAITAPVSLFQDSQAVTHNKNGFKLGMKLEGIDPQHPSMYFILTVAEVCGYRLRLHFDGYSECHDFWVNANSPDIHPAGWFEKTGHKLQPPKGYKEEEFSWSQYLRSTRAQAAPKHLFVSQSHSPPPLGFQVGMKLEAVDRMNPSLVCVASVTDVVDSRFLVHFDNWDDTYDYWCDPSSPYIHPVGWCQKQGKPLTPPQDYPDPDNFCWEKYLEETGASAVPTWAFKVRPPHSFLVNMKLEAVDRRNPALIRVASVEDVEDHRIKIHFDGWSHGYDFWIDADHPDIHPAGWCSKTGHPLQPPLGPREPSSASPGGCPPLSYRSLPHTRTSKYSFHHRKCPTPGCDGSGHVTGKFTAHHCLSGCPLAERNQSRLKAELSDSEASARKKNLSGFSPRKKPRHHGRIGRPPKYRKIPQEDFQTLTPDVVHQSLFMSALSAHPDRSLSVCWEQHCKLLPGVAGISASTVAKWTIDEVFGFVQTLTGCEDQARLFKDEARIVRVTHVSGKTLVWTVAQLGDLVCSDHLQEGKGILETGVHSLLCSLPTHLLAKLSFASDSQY
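First, the protein-peptide complex forms for 30 min at room temperature (L3MBTL1 50 nM, biotinylated H3K9me1 peptide 75 nM). Next, compounds are pin-transferred and incubated 30 min. Finally, AlphaScreen beads are added and read after 30 min.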
Starred values were filed as active, the others as inactive; ? = inconclusive; [ ] = dose if it differs, or a comment. % is set by controls: 0 for no effect and ±100 for the full control effect; potency is the fitted concentration of half-maximal effect. Only part of the results is shown (hit frequency here may not be typical).

SMILES	L3MBTL1 inh
CCOC(=O)C1=CC[C@H]2c3c(c4ccc(OC)cc4n3C)C(=O)C1N2S(=O)(=O)c1ccc(C)cc1	-1.8%
COc1ccc(Cl)cc1NC(=O)COC(=O)CNC(=O)C1CCCCC1	-1.0%
O=C(OC[C@H]1O[C@@H](OC(=O)c2cc(O)c(O)c(OC(=O)c3cc(O)c(O)c(O)c3)c2)[C@H](OC(=O)c2cc(O)c(O)c(OC(=O)c3cc(O)c(O)c(O)c3)c2)[C@@H](OC(=O)c2cc(O)c(O)c(OC(=O)c3cc(O)c(O)c(O)c3)c2)[C@@H]1OC(=O)c1cc(O)c(O)c(OC(=O)c2cc(O)c(O)c(O)c2)c1)c1cc(O)c(O)c(OC(=O)c2cc(O)c(O)c(O)c2)c1	0.1µM*
CCCCOc1ccc(/C=C/C(=O)N(CC)CC(=O)Nc2ccc3c(c2)OCCO3)cc1OC	-3.9%
C=CCOc1ccccc1/C=N/n1nnnc1N	-3.3%
O=C(O)CSCC(=O)N(c1ccccc1)c1ccccc1	-1.7%
O=C(OCCCc1cc2ccccc2c(=O)o1)c1ccc(C(F)(F)F)cc1	58.4%[activator]
COc1ccc(-c2csc(NC(=O)CN3C(=O)C4CCCCC4C3=O)n2)c(OC)c1 (stereo not drawn)	-9.1%
CCOC(=O)[C@H]1[C@H]2COc3ccc(OC)cc3[C@@H]2N2C(=O)c3cc(F)c(F)cc3NC(=O)[C@@]12C	-2.7%
Cc1cccc(C(=O)NC2CCN(S(=O)(=O)c3ccc(F)cc3)CC2)c1	40.3%[activator]
Cc1cccn2c(=O)c(C(=O)NCCCN3CC(C)CC(C)C3)c(O)nc12 (stereo not drawn)	-7.5%
O=C1CCc2cc(S(=O)(=O)Nc3ccc(C(F)(F)F)cc3)cc3c2N1CC3	-3.2%
COc1ccc(NS(=O)(=O)c2cc(NC(=O)c3ccc(=O)[nH]n3)ccc2N2CCOCC2)cc1	-0.2%
COc1ccc(NC(=O)COC(=O)c2cc(=O)c3ccccc3o2)cc1OC	1.6%
O=C(CCN1C(=O)C2CCCCC2C1=O)Nc1cc([N+](=O)[O-])ccc1Cl (stereo not drawn)	8.2%
COc1ccc(Nc2nc(C)cc(C)c2C(N)=O)cc1OC	-3.1%
COCc1ccccc1C1=CC(=O)C[C@H](c2ccc(OC)cc2)C1	5.2%
COc1ccc(OC)c(/C=C/C(=O)OCC(=O)NCc2ccco2)c1	-4.9%
COc1ccc(CNC(=O)C(C)N2C(=O)NC3(CCCCCCC3)C2=O)cc1 (stereo not drawn)	4.6%
CSc1ncccc1C(=O)OCC(=O)c1[nH]c(C)c(C(C)=O)c1C	-7.8%
O=C(COC(=O)c1ccc(F)c(S(=O)(=O)N2CCOCC2)c1)c1ccccc1	3.6%
O=C(NCC(c1ccc(F)cc1)N1CCOCC1)c1cccnc1Sc1ccc(Cl)cc1 (stereo not drawn)	-2.8%
COC(=O)[C@@]12CCCCN1[C@H](c1ccc(-c3ccc4c(c3)OCO4)c(OC)c1)[C@@H]1C(=O)N(C)C(=O)[C@@H]12	-5.7%
O=C(COC(=O)c1ccccc1NCCO)NCCC1=CCCCC1	9.7%
CCOc1ccc(CCNC(=O)CN2C(=O)NC3(CCCCCC3)C2=O)cc1OCC	-0.6%
O=C(NC1CCCCCC1)c1cc2ccccc2oc1=O	-1.5%
C[C@H](CO)N1C[C@H](C)[C@@H](CN(C)Cc2ccncc2)Oc2c(NS(=O)(=O)c3cn(C)cn3)cccc2C1=O	3.8%
Cc1cc(N(C)C)nc(Nc2ccccc2)n1	-0.7%
CCN(CC)CCN(Cc1cc2cc3c(cc2[nH]c1=O)OCCO3)C(=S)NCC(C)C	-2.6%
COc1ccc(N2CCN(C(=O)CCNC(=O)c3ccc(Br)cc3)CC2)cc1	-5.2%
CCCCN(C(=O)CCC(=O)OCC(=O)NCc1ccccc1)c1c(N)n(CCC)c(=O)[nH]c1=O	2.2%
COCCNC(=S)N1CCC(C(=O)c2ccc(C)cc2)CC1	-5.0%
CCOC(=O)c1c(NC(=O)Cc2ccccc2)sc2c1CCN(C)C2	?
Cc1ccc(C)c(C(=O)CN2C(=O)C(=O)N(C3CCCC3)C2=O)c1	-10.5%
CCc1ccc(N2CC(C(=O)Nc3ccc4c(c3)OCO4)CC2=O)cc1 (stereo not drawn)	0.0%
CS(=O)(=O)N1CCN(Cc2cc(=O)n3ccsc3n2)CC1	-5.2%
CCCOc1ccc(C(F)(F)F)cc1NC(=O)CN1C(=O)C(=O)N(CC)C1=O	5.0%
Cc1ccc(SCCNC(=O)c2ccccc2F)cc1	6.9%
COC(=O)c1cc(S(=O)(=O)N2CCN(c3cc(C)ccc3C)CC2)c[nH]1	-0.2%
CCOc1ccc(C(=O)NCC(=O)NCC(c2cccs2)N2CCOCC2)cc1 (stereo not drawn)	9.8%

Rewritten as labelled records: four of the compounds above.
CS(=O)(=O)N1CCN(Cc2cc(=O)n3ccsc3n2)CC1
  L3MBTL1 inh = -5.2%

CCOC(=O)c1c(NC(=O)Cc2ccccc2)sc2c1CCN(C)C2
  L3MBTL1 inh = ?

COC(=O)c1cc(S(=O)(=O)N2CCN(c3cc(C)ccc3C)CC2)c[nH]1
  L3MBTL1 inh = -0.2%

CCOc1ccc(C(=O)NCC(=O)NCC(c2cccs2)N2CCOCC2)cc1 (stereo not drawn)
  L3MBTL1 inh = 9.8%

The list continues.
SMILES	L3MBTL1 inh
CC(C)Cn1c(N)c(C(=O)CSc2ncccn2)c(=O)n(C)c1=O	2.2%
COc1ccc(CC(=O)Nc2sc3c(c2C#N)CC(C)(C)NC3(C)C)cc1OC	8.4%
COc1cc(OC)cc(C(=O)NCC(=O)OC(C)C(=O)NC(C)C2CC3CCC2C3)c1 (stereo not drawn)	11.1%
Cc1ccc(NC(=O)CN2CCC(NC(=O)c3ccccc3F)CC2)cc1C	2.0%
COC(=O)c1ccc(CN2CCCC(CNC(=O)Cc3ccc(OC)cc3)C2)cc1 (stereo not drawn)	-1.4%
O=C(COC(=O)c1ccco1)NCc1ccc(Cl)cc1Cl	1.3%
Cc1ccccc1NC(=O)C1CCC(=O)N1 (stereo not drawn)	-12.7%
Cc1ccc([C@@H]2CC=C(C(=O)O)[C@H](c3cccc(F)c3)N2S(=O)(=O)c2ccccc2C)cc1	-2.7%
COc1cc(OC)cc(OC(=O)c2ccc3c(=O)n4c(nc3c2)CCC4)c1	-8.4%
CC(OC(=O)c1cccc(-n2cnnn2)c1)c1nc2ccccc2c(=O)[nH]1 (stereo not drawn)	4.5%
O=C(Nc1ccc(Cl)cc1F)C1CC(=O)N(Cc2ccco2)C1 (stereo not drawn)	0.9%
COc1ccc(S(=O)(=O)N2CCOCC2)cc1NC(=O)/C=C/c1ccc(F)cc1	-1.2%
C[C@@H](O)C(C(=O)N1CCNCC1)n1cc([C@@H](N)CCCCN)nn1 (stereo partly drawn)	-1.7%
Cc1nn(C)c(C)c1NS(=O)(=O)c1c(C)n[nH]c1C	3.7%
Cc1ccc(C(=O)NNC(=O)c2csc(N3CCOCC3)n2)o1	-4.4%
Cc1ccc2sc(N(CCCN(C)C)C(=O)c3ccc(S(=O)(=O)N4CCCCCC4)cc3)nc2c1C	-0.4%
CCCCn1c(N)c(N(CCC(C)C)C(=O)CC2OC(=O)c3ccccc32)c(=O)[nH]c1=O (stereo not drawn)	-2.8%
N#CCCN(C(=O)CN1CCN(S(=O)(=O)c2ccc(Cl)s2)CC1)c1ccc(F)cc1	1.1%
O=C(N[C@@H]1C/C=C\C[C@@H](CC(=O)N(CCO)Cc2ccccc2)C(=O)N[C@H](Cc2ccccc2)COC1=O)OCC1c2ccccc2-c2ccccc21	-23.5%
COc1ccc([C@@H]2[C@@H]3C(=O)N(C(C)(C)C)C(=O)[C@@H]3[C@]3(Cc4ccccc4)C(=O)N(c4cccc(Cl)c4)C(=O)N23)cc1	-9.9%

Laid out differently: entries from further up.
compound: O=C(N[C@@H]1C/C=C\C[C@@H](CC(=O)N(CCO)Cc2ccccc2)C(=O)N[C@H](Cc2ccccc2)COC1=O)OCC1c2ccccc2-c2ccccc21
  L3MBTL1 inh: -23.5%
compound: COc1ccc([C@@H]2[C@@H]3C(=O)N(C(C)(C)C)C(=O)[C@@H]3[C@]3(Cc4ccccc4)C(=O)N(c4cccc(Cl)c4)C(=O)N23)cc1
  L3MBTL1 inh: -9.9%

Following part
SMILES	L3MBTL1 inh
CC(=O)c1sc(N/N=C\c2ccc(N(C)C)cc2)nc1C	-1.1%[2.29 µM]
Fc1ccc(-n2nnc(-c3ccccc3Br)n2)cc1	-9.3%
Cc1ccc(S(=O)(=O)Nc2c(C)nn(C)c2C)cc1C	1.6%
Cc1cccnc1NC(=O)CN1C(=O)COc2ccc(Cl)cc21	-5.2%
C[C@H]1CN([C@@H](C)CO)C(=O)Cc2cc(NC(=O)CCC(F)(F)F)ccc2O[C@H]1CN(C)S(=O)(=O)c1ccc(F)cc1	-1.6%
Cc1cc(C)c(C#N)c(N2CCN(c3ccc(F)cc3)CC2)n1	-1.6%
Cc1ccc(NC(=O)CN(C)C(=O)c2ccccc2Sc2ccccc2C#N)cc1	1.4%
COc1ccc(Cl)c2sc(N3CCN(C(=O)c4ccco4)CC3)nc12	-6.6%
CC1(c2ccc3ccccc3c2)NC(=O)N(CC(=O)N2CCN(Cc3ccccc3)CC2)C1=O (stereo not drawn)	-5.9%
CC1CCCC(C)N1/N=C/c1cccc([N+](=O)[O-])c1 (stereo not drawn)	-29.0%
CCOc1ccc(NC(=O)COc2ccc(S(=O)(=O)N3CCOCC3)cc2)cc1	4.8%
O=C(NCCS(=O)(=O)N1CCN(c2cccc(Cl)c2)CC1)C1CCCC1	1.8%
O=C(Nc1cc(Cl)cc(Cl)c1)C1CCCC1	13.0%
CC(=O)c1ccc(NC(=O)COC(=O)Cn2cnc3ccccc32)cc1	8.1%
COc1ccc(CCNC(=O)c2cccs2)cc1	5.9%
COc1ccc(CCNS(=O)(=O)c2ccc(Br)cc2)cc1	3.2%
CCOc1c(CNCCCSc2nc(C)cc(C)n2)cccc1OC	5.0%
Cc1cc(C)c(OCC(=O)Nc2nnc(C3CC3)s2)c(C)c1	4.0%
Cc1ccc(N2C(=O)N(CC(=O)Nc3ccc(C)cc3Cl)C(=O)C2C)cc1 (stereo not drawn)	5.5%
CCC(=O)c1ccc(OCC(=O)OCC(=O)N2CCCc3ccccc32)cc1	8.3%
COc1cc(OC)cc(C(=O)Nc2ccc(C(=O)NCC3CCCO3)cc2)c1 (stereo not drawn)	5.7%
COc1cccc(NC(=S)N2CCN(C)CC2)c1	-0.8%
CC[C@@H]1C/C=C\Cc2ccccc2[C@@H](C(=O)C[C@H](O)CC(C)=O)OC1=O	8.8%
CC(C)Oc1ccc(CNC(=O)CCC(=O)N2CCSc3ccccc32)cc1	13.0%
CS(=O)(=O)Nc1ccccc1N=C(c1ccccc1)c1ccccc1	9.2%
CCN(CC)S(=O)(=O)c1ccc2c(c1)nc(SCC(=O)N(C)C1CCS(=O)(=O)C1)n2CC (stereo not drawn)	9.8%
Fc1cccc(CN(C2=NCCN2)c2c(Cl)cccc2Cl)c1	3.0%
CCCCn1c(N)c(N(CC(C)C)C(=O)c2cnccn2)c(=O)[nH]c1=O	-2.1%
COc1cccc(NC(=O)CSc2nnc(C3CCCCC3)n2N)c1	?
OCCC1CN(Cc2ccc(F)cc2Cl)CCN1CCc1ccccc1 (stereo not drawn)	1.5%
CCN(CC)S(=O)(=O)c1cccc(NC(=O)CN2C(=O)NC3(CCC(C)CC3)C2=O)c1 (stereo not drawn)	-3.3%
COc1ccc([C@H]2CC(=O)C=C(c3ccc(Br)c4ccccc34)C2)cc1	-6.7%
Cc1ccc(S(=O)(=O)N2CCOCC2)cc1C(=O)OCC(=O)NC1CCCCC1	-3.6%
COc1ccccc1C(=O)NCC(=O)N1CCN(S(=O)(=O)c2ccccc2C(F)(F)F)CC1	4.6%
CC(=O)OCCN1CCN(C(=O)CN2C(=O)NC(c3ccccc3)(c3ccccc3)C2=O)CC1	7.0%
C=CCNc1cc(F)ccc1S(=O)(=O)NCC=C	3.2%
CC(OC(=O)c1ccc(Cl)nc1)C(=O)NCc1ccc2c(c1)OCO2 (stereo not drawn)	-5.0%
O=C(COC(=O)CSc1ccc([N+](=O)[O-])cc1)NC1CCCCCCC1	3.0%
CN(CC(=O)NC(=O)NC1CCCCC1)Cc1ccccc1	3.6%
O=C(c1ccccc1Br)N1CCN(Cc2ccc3c(c2)OCO3)CC1	-0.6%
COc1ccc(S(=O)(=O)N(C)C[C@@H]2Oc3c(NS(=O)(=O)c4cn(C)cn4)cccc3C(=O)N([C@@H](C)CO)C[C@@H]2C)cc1	38.6%[activator]
C#CCOCCOCCOCCNc1nc(N2CCN(C(=O)CCCCCCCCCCNC(=O)[C@H](CO)n3cc(CCCCCN)nn3)CC2)nc(N2CCN(C(=O)CCCCCCCCCCNC(=O)[C@H](CCCN=C(N)N)n3cc(C[C@@H](C)CC)nn3)CC2)n1	-2.3%
CCOC(=O)c1c(NC(=O)COC(=O)c2nccnc2N)sc2c1CCC2	0.8%
CC(C)CN(C(=O)c1ccc(N2CCCC2=O)cc1)c1c(N)n(Cc2ccccc2)c(=O)[nH]c1=O	-2.3%

High-throughput results (PubChem BioAssay)
